RXFP1 ag = agonists of human relaxin receptor RXFP1 | HEK293T-RXFP1 cAMP TR-FRET, 30 min; response scale: percent of porcine relaxin response, buffer zero | Q9HBX9 | Potency, µM (titrated, usually from 57.5 µM), inactives show at the top dose activation, hits mostly activators | actives 0.3% (n = 370,000); active = well fitted activation curve with a large enough effect; inconclusive = small, poorly fitted or top-dose-only effect; also: potency is read from the fitted curve at half-maximal effect; % is scaled to controls: 0 for no effect and ±100 for the full control effect; nearly all actives have a fitted effect of over 60% in size; many of its hits are not listed in these tables
Target sequence (Q9HBX9 whole entry, looked up): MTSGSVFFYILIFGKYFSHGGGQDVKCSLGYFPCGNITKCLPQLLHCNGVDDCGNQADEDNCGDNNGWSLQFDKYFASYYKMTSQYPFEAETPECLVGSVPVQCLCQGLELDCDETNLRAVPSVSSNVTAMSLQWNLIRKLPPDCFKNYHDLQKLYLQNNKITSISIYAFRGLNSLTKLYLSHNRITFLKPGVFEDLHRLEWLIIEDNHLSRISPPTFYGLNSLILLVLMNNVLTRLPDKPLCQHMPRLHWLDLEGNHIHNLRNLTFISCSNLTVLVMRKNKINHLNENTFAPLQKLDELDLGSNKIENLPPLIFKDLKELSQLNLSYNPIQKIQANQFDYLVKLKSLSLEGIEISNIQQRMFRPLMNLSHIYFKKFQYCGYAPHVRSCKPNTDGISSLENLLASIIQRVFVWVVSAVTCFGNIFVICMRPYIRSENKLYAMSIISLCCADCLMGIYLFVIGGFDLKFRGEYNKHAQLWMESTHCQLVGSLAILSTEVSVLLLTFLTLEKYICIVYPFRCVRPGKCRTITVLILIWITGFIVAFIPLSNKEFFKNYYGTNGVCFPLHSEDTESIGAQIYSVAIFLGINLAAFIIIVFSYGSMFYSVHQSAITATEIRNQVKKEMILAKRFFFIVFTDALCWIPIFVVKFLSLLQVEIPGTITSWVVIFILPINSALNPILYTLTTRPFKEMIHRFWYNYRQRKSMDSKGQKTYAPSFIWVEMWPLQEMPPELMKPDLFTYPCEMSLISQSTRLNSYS
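HEK293 cells stably expressing RXFP1, treated 30 min at 37C with compounds plus PDE4 inhibitor Ro 20174; cAMP measured by HTRF TR-FRET. Normalized to buffer and 29 nM porcine relaxin; EC50 by Hill fit.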
D1 ag = human D1 receptor agonism | HEK293 T-REx D1 cells, calcium flux, agonist mode | P21728 | actives 1% (n = 360,000) | activation, % at 2 µM; in the data active = activation above about 30%; also: 0% is about no effect
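Agonism was scored from calcium flux recorded over 180 s (1 read/s) after pintool compound addition, following a 10-cycle baseline. Cells were inducible force-coupled HEK293 TREx D1, plated overnight at 30 C and loaded with no-wash calcium dye.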
TRHR PAM = allosterically enhances the human TRH receptor; actives 0.66% (n = 360,000); enhancement, % at 2 µM; P34981; AID 493056; TRHR cells, fluo-8 calcium fluorescence, EC20 TRH enhancement; in the data active = enhancement above about 30%; also: 0% is about no effect
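TRHR-expressing cells loaded with fluo-8 calcium dye were read kinetically (ex 480/em 530) during compound addition, then stimulated with an EC20 of TRH (10 nM final). Enhancement of the Gq-mediated intracellular calcium response was scored.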
RXFP1 antag = RXFP1 (human) relaxin receptor antagonism. HEK293-RXFP1, relaxin-stimulated cAMP HTRF, 30 min; hits give low values. actives 0.59% (n = 350,000). AID 1259400. activity change, negative = inhibition, % at 57.5 µM;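 active = activity change of -60% or lower, but not beyond a set lower limit; inconclusive = change between -60% and -40%, or beyond the set limit; inactive = change above -40%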; also: % is scaled to controls: 0 for no effect and ±100 for the full control effect
D2 antag = antagonists of human D2 dopamine receptor. P14416. HEK293 TREx D2 cells, calcium flux, dopamine EC80. AID 485344. inhibition, % at 10 µM. actives 2% (n = 340,000); in the data active = inhibition above about 30%; also: 0% is about no effect
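Dopamine at EC80 is the agonist stimulus; test compounds precede it by 180 s. Calcium flux read kinetically in a force-coupled, inducible HEK293 T-REx D2 cell line.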
D2 PAM = D2 dopamine receptor (human) potentiation; HEK293 T-REx D2, calcium flux, EC20 dopamine potentiation; potentiation, % at 10 µM; actives 0.34% (n = 340,000); P14416;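 active = potentiation over 3 SD above the plate norm, cut at about 30% in these data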; also: 0% is about no effect
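Potentiation of an EC20 dopamine calcium response is measured in a force-coupled, tetracycline-inducible Hek293 Trex D2 line. Compound-only kinetic reads over 180 s flag agonists before dopamine addition.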
D2 agonist = agonists of human D2 dopamine receptor | AID 485358 | actives 0.53% (n = 340,000) | activation, % at 2 µM | HEK293 T-REx D2 cells, calcium flux agonist mode | P14416;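 active = activation over 3 SD above normal in the single-dose calcium agonist read, cut at about 30% in these data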; also: 0% is about no effect
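Agonism scored from kinetic calcium signal (1 read/sec, 180 s) following compound pin transfer, after a 10 s baseline. Cells: HEK293 Trex line expressing inducible D2 receptor coupled to calcium, dye-loaded after overnight culture at 30 C.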
D1 antag = antagonists of human D1 dopamine receptor; HEK293 TREx D1 cells, calcium flux, dopamine EC80; hits give low values; activity change, negative = inhibition, % at 10 µM; actives 3.2% (n = 360,000); AID 504652; in the data active = activity change below about -30%; also: % is scaled to controls: 0 for no effect and ±100 for the full control effect
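Kinetic fluorescence of a calcium dye serves as the read-out. D1-expressing Hek293 Trex cells, induced overnight at 30 C, are exposed to compound for 180 s before an EC80 dopamine addition, then read 180 s further.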
D1 potentiator = enhances dopamine response at the human D1 receptor. HEK293 TREx D1 cells, calcium flux, dopamine EC20 potentiation. actives 0.036% (n = 360,000). potentiation, % at 10 µM; in the data active = potentiation above about 30%; also: 0% is about no effect
* = called active by the depositor; ? = inconclusive; nt = no result given.

SMILES	RXFP1 ag	D1 ag	TRHR PAM	RXFP1 antag	D2 antag	D2 PAM	D2 agonist	D1 antag	D1 potentiator
O=C(NCCSc1c[nH]c2ccccc12)c1ccc(Cl)cc1	0.0%	-2.5	-3.1	-23.8	nt	-8.2	-1.3	-11.3	0.5
CCC(=O)N1CCN=C1SCc1cccc(F)c1	1.2%	5.6	-1.0	6.3	-3.0	-3.6	-0.1	-6.7	-3.8
CC(C)c1ccc(/C=C(\NC(=O)c2ccccc2)C(=O)NCCCN2CCOCC2)cc1	3.6%	0.1	-4.4	-5.9	nt	-2.4	nt	3.6	-6.2
CC(C(=O)N1CCCc2ccccc21)N1C(=O)c2ccccc2C1=O (stereo not drawn)	-0.1%	1.4	0.0	-1.3	0.5	9.1	1.1	1.9	5.5
CCCCCCn1c(CN2CCC(C)CC2)nc2c1c(=O)n(C)c(=O)n2C	0.1%	1.6	1.0	16.7	4.1	9.4	-0.8	15.1	-0.2
Fc1ccc(-c2oncc2-c2nnnn2-c2ccccc2)cc1F	1.2%	-0.2	2.8	-12.3	0.1	-6.6	-0.5	-8.7	1.6
CC(=O)NC(CC(=O)N(C)Cc1cccc(Cl)c1Cl)c1ccccc1 (stereo not drawn)	0.5%	1.7	-11.2	-17.6	16.0	-1.8	0.3	-7.8	-2.1
O=c1[nH]c2cc3c(cc2cc1C(c1nnnn1Cc1ccccc1)N1CCCc2ccccc21)OCO3 (stereo not drawn)	0.9%	-1.4	-4.4	12.1	3.0	2.8	0.0	-25.0	-8.1
CC1CCCCN1CC(=O)c1c(N)n(Cc2ccccc2)c(=O)n(C)c1=O (stereo not drawn)	2.4%	2.3	2.6	-13.9	-7.8	2.0	-5.0	0.8	-2.8
Cc1cc(C)c(S(=O)(=O)N2CCc3ccccc32)c(C)c1	-0.8%	-1.1	3.2	-20.7	nt	nt	nt	-11.1	-3.9
CC1CCOC2(O1)C(=O)Nc1ccccc12 (stereo not drawn)	0.2%	-1.6	0.9	-0.9	9.1	-1.9	2.2	3.4	-3.2
COc1c(O)c(=O)n2c3ccccc3c3ccnc1c32	-0.1%	3.9	3.1	nt	-5.0	4.4	0.2	-4.5	-0.6
COc1ccccc1OCC(=O)NCc1n[nH]c(=O)c2ccccc12	0.2%	-0.8	2.7	-1.1	-6.7	0.8	0.2	1.3	-9.1
O=C(CCNS(=O)(=O)c1cccc2nonc12)NCCc1ccc(Cl)cc1	0.2%	9.8	2.2	-11.1	5.1	-2.4	0.2	-5.8	5.7
O=C(c1ccc(Cl)cc1)c1cc([N+](=O)[O-])ccc1N1CCOCC1	1.0%	0.9	2.5	-1.9	15.5	2.9	1.2	2.0	-1.2
COc1ccc2[nH]c(=O)c(CN(Cc3cccs3)C(=S)NCC3CCCO3)cc2c1 (stereo not drawn)	0.0%	3.2	-1.2	1.7	-7.6	3.1	1.1	9.5	12.3
COc1ccc2c(c1)[nH]c1c(=O)n(CC3CCCO3)cnc12 (stereo not drawn)	0.1%	1.2	2.3	-7.8	-2.4	16.3	-1.7	-4.1	0.1
O=C(N/N=C/c1ccncc1)c1cccc(S(=O)(=O)Nc2ccc(Cl)cc2)c1	1.9%	3.0	-2.3	?	16.9	18.1	-0.6	0.6	1.7
COc1cc(OC)c(NC(=O)CCc2nc(-c3cccs3)no2)cc1Cl	1.4%	1.6	5.4	-12.0	-12.1	-0.1	-0.7	-3.0	-1.6
O=C1CCCc2ccccc2N1Cc1cccc(F)c1	-2.7%	0.7	33.9*	-7.4	-1.1	8.6	-0.7	8.3	1.2
O=S(=O)(c1ccc(Br)cc1)N1CCC(c2nc3ccccc3[nH]2)CC1	0.3%	1.0	-1.9	-5.5	3.0	14.2	-1.0	-31.8*	-4.0
COCCCNC(=O)C(=O)NC1CCCCC1C (stereo not drawn)	0.5%	-0.6	-3.5	-1.0	-12.6	-4.1	0.4	-2.9	-0.1
Cc1nn(Cc2cccc(C(=O)Nc3ccn(Cc4ccccc4)n3)c2)c(C)c1[N+](=O)[O-]	-3.1%	-1.7	0.7	5.0	0.3	13.0	-1.8	7.8	-4.8
O=C(COC(=O)c1cc(S(=O)(=O)N2CCOCC2)ccc1F)NCc1ccco1	4.1%	1.6	-6.8	-5.4	-2.7	9.6	-0.7	3.0	-2.1
Cc1cccc(C(=O)NCC(c2ccc3c(c2)OCO3)N2CCOCC2)c1 (stereo not drawn)	4.3%	1.2	-4.5	-4.5	nt	-4.9	0.9	6.0	-0.6
CCNC(=S)NNC(=O)c1cc(-c2cccc(OC)c2)nc2ccccc12	5.0%	2.1	-8.6	17.9	-9.2	8.1	0.2	-2.0	-3.3
COC(=O)c1sc(NC(=O)c2ccncc2)nc1C	-1.3%	-2.8	5.4	-13.0	0.1	6.8	0.1	8.1	-1.3
CC(=O)c1c(OC(=O)c2cccc(Cl)c2)c2ccccc2n1C	0.3%	0.9	-0.1	nt	-16.3	-6.8	0.8	4.0	-5.2
CCn1c(C(=O)NC2CCC(C)CC2)cc2sccc21 (stereo not drawn)	3.4%	2.5	-2.0	?	-7.4	8.9	-2.1	3.6	-8.5
CCOc1ccccc1N1CCN(C(=O)c2ccc3c(c2)OCO3)CC1	-0.3%	0.9	-8.1	-8.8	-3.7	-8.7	0.5	12.1	-3.1

Compounds shown so far that contain a nitro group on carbon, in the order listed:
SMILES	RXFP1 ag	D1 ag	TRHR PAM	RXFP1 antag	D2 antag	D2 PAM	D2 agonist	D1 antag	D1 potentiator
O=C(c1ccc(Cl)cc1)c1cc([N+](=O)[O-])ccc1N1CCOCC1	1.0%	0.9	2.5	-1.9	15.5	2.9	1.2	2.0	-1.2
Cc1nn(Cc2cccc(C(=O)Nc3ccn(Cc4ccccc4)n3)c2)c(C)c1[N+](=O)[O-]	-3.1%	-1.7	0.7	5.0	0.3	13.0	-1.8	7.8	-4.8

Continuation.
SMILES	RXFP1 ag	D1 ag	TRHR PAM	RXFP1 antag	D2 antag	D2 PAM	D2 agonist	D1 antag	D1 potentiator
CN(CC(=O)N1CCN(c2ccccn2)CC1)S(=O)(=O)c1ccc2ccccc2c1	1.4%	2.9	-9.0	5.1	-2.1	1.3	0.2	-12.7	-0.6
COc1ccc(N(C)S(=O)(=O)c2cccc(C(=O)NCC(c3ccco3)N3CCCC3)c2)cc1 (stereo not drawn)	1.1%	4.3	-7.5	-8.3	22.7	-19.8	-0.2	3.6	-8.8
CCc1ccc(C(=O)CC2(O)C(=O)N(CCc3ccccc3)c3ccc(Cl)cc32)cc1 (stereo not drawn)	-1.5%	12.8	-3.4	-32.3	nt	-7.7	11.6	-3.5	-0.8
Cc1cc(C(F)(F)F)nn1Cc1n[nH]c(=S)n1-c1cccc(Cl)c1	0.1%	2.6	-2.8	-24.0	-1.0	3.8	-0.5	-32.0*	-3.8
Cc1ccc(Cn2c(SCc3ccc(C(=O)N4CCCCC4)cc3)nc3ccncc32)cc1	8.9%	3.0	-0.4	8.7	nt	4.7	1.2	4.9	-3.9
CNc1c(NC(=O)c2ccc(OC)c(OC)c2)c(=O)oc2ccccc12	5.6%	1.7	1.6	-7.2	nt	10.7	0.4	-17.6	-3.0
C(/C=C/c1ccccc1)=N/N1CCN(c2ccccc2)CC1	-1.4%	1.8	-7.3	10.5	-25.4	8.8	0.8	5.0	-7.5
CCn1c(=O)c(=O)n(CC)c2cc(N3CCCCC3)c(NC(=O)c3ccc(Cl)cc3)cc21	3.0%	-1.6	4.4	-4.4	nt	-6.6	-0.1	22.6	0.3
Cc1ccc(C(=O)NNS(=O)(=O)c2ccccc2[N+](=O)[O-])cc1	0.9%	5.4	7.5	-2.4	-16.5	-2.9	-0.2	1.8	-1.4
CN(C(=O)CSc1nc2ccc(NC(=O)c3ccc(F)cc3)cc2s1)c1ccccc1	-0.6%	1.1	0.1	nt	nt	-20.1	-0.1	7.0	-1.7
O=C(CCCn1c(=O)[nH]c2ccsc2c1=O)N1CCN(c2cccc(C(F)(F)F)c2)CC1	0.8%	0.4	1.3	nt	nt	7.3	0.3	-3.8	-0.5
CC(C)NC(=S)NN=C1CCC(c2ccccc2)CC1 (stereo not drawn)	1.0%	-0.5	3.2	-11.5	-4.2	-4.6	3.1	-8.5	-1.4
O=C(CCC(=O)c1cccs1)OCc1nc2ccccc2s1	-0.1%	7.9	7.7	0.9	-8.6	-5.2	-0.5	-17.0	1.9
Cc1ccc(C)c(-c2csc(N/N=C/c3ccco3)n2)c1	-1.7%	0.6	-1.7	?	-8.3	nt	-0.5	2.4	5.9
O=C(CCN1C(=O)/C(=C/c2ccccc2Cl)SC1=S)NC1CCS(=O)(=O)C1 (stereo not drawn)	-1.1%	6.0	6.8	9.2	-21.2	-3.8	0.2	0.3	-1.7
COc1ccc(NC(=O)Cn2cnc3c(nnn3-c3ccc(C)cc3)c2=O)cc1	-0.5%	0.8	-10.0	nt	4.6	13.1	0.0	-0.9	2.6
CCCOc1ccc(N2CC(C(=O)Nc3ncccc3C)CC2=O)cc1 (stereo not drawn)	0.7%	0.2	-2.2	-12.3	11.9	-5.2	0.3	0.6	-5.0
CC(=O)N1c2nc(-c3ccco3)nn2C2(CCCCC2)[C@@H]2CCCC[C@@H]21	1.2%	1.1	-7.0	-25.9	nt	4.0	nt	13.1	-1.4
CCCN(CCC)S(=O)(=O)c1ccc(C(=O)N2CCOCC2)cc1	-0.2%	3.4	-1.4	-2.1	-2.2	-10.0	0.5	1.8	-2.6
CCOc1ccccc1C(=O)NC1CCN(Cc2ccccc2)CC1	-0.1%	0.3	-3.4	-18.3	89.2*	-26.4	0.5	-31.3*	0.4
CC1(C)C(C(=O)O)N2C(=O)C(NC(=O)Cc3ccccc3)C2S1=O (stereo not drawn)	-0.3%	1.5	-4.9	-21.7	-7.3	12.0	0.9	-2.9	-5.1
O=C(CSc1ccc2c(c1)OCCO2)Nc1cccnc1Cl	0.2%	7.4	10.2	0.6	-8.7	8.6	0.2	-0.2	6.8
CC(C)[C@H](NC(=O)N1c2ccccc2NC(=O)[C@@H]1C(C)C)C(=O)N[C@@H](Cc1c[nH]c2ccccc12)C(=O)O	4.7%	0.3	-3.3	nt	-16.8	18.3	0.2	-21.8	-3.7
O=c1c(Cc2ccccc2)c(O)ccn1Cc1ccc2c(c1)OCO2	1.0%	-1.9	-7.0	6.7	-11.2	-1.0	-0.3	nt	-5.8

Molecules listed so far with a COOH group:
SMILES	RXFP1 ag	D1 ag	TRHR PAM	RXFP1 antag	D2 antag	D2 PAM	D2 agonist	D1 antag	D1 potentiator
CC1(C)C(C(=O)O)N2C(=O)C(NC(=O)Cc3ccccc3)C2S1=O (stereo not drawn)	-0.3%	1.5	-4.9	-21.7	-7.3	12.0	0.9	-2.9	-5.1
CC(C)[C@H](NC(=O)N1c2ccccc2NC(=O)[C@@H]1C(C)C)C(=O)N[C@@H](Cc1c[nH]c2ccccc12)C(=O)O	4.7%	0.3	-3.3	nt	-16.8	18.3	0.2	-21.8	-3.7

High-throughput results deposited in PubChem BioAssay by National Center for Advancing Translational Sciences (NCATS).

Some of the compounds tested (hit frequency here may not be typical).
